Sm TGR inh: qHTS Assay for the Inhibitors of Schistosoma Mansoni Peroxiredoxins. Potency, µM (doses to about 114 µM), without a hit: top-dose activity change, negative = inhibition, usual class: inhibitors. Schistosoma mansoni thioredoxin glutathione reductase (TGR), Q962Y6. AID 485364, 2010. 360,000 tested, 3% active. purified TGR, DTNB reduction, TNB absorbance 405 nm; further: potency means the concentration at half of the fitted maximal effect; on the % scale 0 is the no-effect control and ±100 the full control effect; nearly all actives have a fitted effect of over 60% in size
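First, TGR (20 nM dispensed) and NADPH were mixed with compound. Second, a 15 min room-temperature incubation followed. Third, further NADPH and then DTNB were added to start the reaction. Finally, TNB absorbance was monitored kinetically.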
Cycloheximide cs: Cycloheximide Counterscreen for Small Molecule Inhibitors of Shiga Toxin; cell reporter, cycloheximide protein synthesis inhibition counterscreen; max response, %; 300,000 tested, 12% active; in the data active means max response mostly above about 13%, no sharp cut-off; inactive means mostly below about 14%; further: read at 38.3 µM for the half of the compounds with a filed dose; 0% is about no effect
Shiga toxin inh: A qHTS for Small Molecule Inhibitors of Shiga Toxin; Vero cells, Shiga toxin protein synthesis inhibition reporter; inhibition, % at 38.7 µM; 290,000 tested, 9.2% active; in the data active means inhibition mostly above about 28%, no sharp cut-off; inactive means mostly below about 43%; further: 0% is about no effect
FBPA Giardia inh: qHTS Assay for Inhibitors of Fructose-1,6-bisphosphate Aldolase from Giardia Lamblia; 290,000 tested, 0.71% active; Potency, µM (doses to about 59.6 µM), inactives show top-dose activity, negative = inhibition, most hits filed as inhibitors; purified Giardia FBPA; further: potency means the concentration at half of the fitted maximal effect; on the % scale 0 is the no-effect control and ±100 the full control effect; nearly all actives have a fitted effect of over 55% in size
Target sequence (A8B2U2 whole entry, looked up): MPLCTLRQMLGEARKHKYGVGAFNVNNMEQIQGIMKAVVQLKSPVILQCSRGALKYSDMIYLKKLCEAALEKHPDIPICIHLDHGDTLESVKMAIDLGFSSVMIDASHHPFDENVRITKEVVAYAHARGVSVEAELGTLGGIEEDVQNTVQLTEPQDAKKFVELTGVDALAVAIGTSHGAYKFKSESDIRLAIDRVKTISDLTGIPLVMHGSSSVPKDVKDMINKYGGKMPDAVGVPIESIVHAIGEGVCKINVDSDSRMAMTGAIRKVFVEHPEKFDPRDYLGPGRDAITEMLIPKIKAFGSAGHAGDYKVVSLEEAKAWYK
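Giardia FBPA (40 nM reagent) was preincubated 10 min at RT with compound (up to 57.5 uM final), then substrate plus GAPDH/TPI/NAD/arsenate coupling system with diaphorase/resazurin was added; resorufin fluorescence (525/598 nm) was read after 20 min.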
Pf growth 48h: Primary qHTS for delayed death inhibitors of the malarial parasite plastid, 48 hour incubation; P. falciparum luciferase growth in erythrocytes, 48 h; 310,000 tested, 5.9% active; AID 504832, 2011; Potency, µM (doses to about 28.7 µM), inactives show at the top dose activity change, negative = inhibition, hits mostly inhibitors; further: potency means the concentration at half of the fitted maximal effect; on the % scale 0 is the no-effect control and ±100 the full control effect
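In quantitative HTS format, infected erythrocytes bearing luciferase-reporter parasites were treated for a single generation at 37 C. Luminescence after adding detection reagent served as the growth measure.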
Pf growth 96h: Primary qHTS for delayed death inhibitors of the malarial parasite plastid, 96 hour incubation. P. falciparum luciferase reporter growth, 96 h. AID 504834, 2011. 320,000 tested, 6.9% active. Potency, µM (series often up to 28.7 µM), for the others: at the top dose activity change, negative = inhibition, most hits filed as inhibitors; further: potency means the concentration at half of the fitted maximal effect; on the % scale 0 is the no-effect control and ±100 the full control effect
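P. falciparum expressing integrated firefly luciferase, in erythrocytes at 2% hematocrit, 0.05% parasitemia, incubated with compounds 96 h at 37 C, 5% CO2. Growth inhibition read as loss of luminescence; two-generation exposure targets delayed-death apicoplast inhibitors.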
Starred values were filed as active, the others as inactive; ? = inconclusive; · = no result given; & = joins results of further samples; [ ] = dose if it differs, or a comment. Unless noted, the call rests on the fitted dose curve; in most records, active means well fitted curve in the direction sought with a large enough effect; inconclusive means small, poorly fitted or top-dose-only effect, or another doubt; inactive means no such curve, though single readings can be large; an effect the other way counts as inactive or inconclusive.

SMILES	Sm TGR inh	Cycloheximide cs	Shiga toxin inh	FBPA Giardia inh	Pf growth 48h	Pf growth 96h
Cc1ccc(C)c(NC(=O)CCOc2ccccc2)c1	-36%&3%	-1	-8	5%	1%[0.00184 µM]	?
CC(C)(C)C(=O)Nc1cc(C(F)(F)F)ccc1N1CCOCC1	-25%	-1	17	2%	?	-6%
Cc1cc(C)c(C)c(S(=O)(=O)N2CCC(C(=O)N3CCCC3)CC2)c1C	1%	·	·	·	12µM*	12µM*
CC(=O)N1N=C(c2ccco2)CC1c1ccc(C)cc1 (configuration not stated)	-28%	-4	20	0%	11%	26%
CC(=O)c1ccc(N2CCN(C(=O)c3cc4c(s3)CCCC4)CC2)cc1	0%	18*	71*	1%	0%[5.75 µM]	-25%
CC(=O)Nc1ccc(S(=O)(=O)Oc2ccccc2N2C(=O)C3C4CCC(C4)C3C2=O)cc1 (configuration not stated)	0%	1	-5	2%	46%[activator]	-15%
O=C1CCCN1CCCNS(=O)(=O)c1ccc(Br)cc1	0%	-2	-6	-1%	17%	15%
CCOc1ccc(NC(=O)CN(C)C(=O)C2=COCCO2)cc1OCC	-1%	·	·	·	3%	39%[activator]
CCCCn1nc(NC(=O)c2cccs2)c2cc3ccccc3nc21	-4%	10	34	-19%	22%	58%[activator]
CC1CCCN(C(=O)COC(=O)/C=C/c2ccc(C(F)(F)F)cc2)C1 (configuration not stated)	4%	·	·	·	-14%	7%
OC1C2CN3CCN(C2)CC1(Cc1ccccc1)C3 (configuration not stated)	-29%	-3	-8	9%	23%	?
CCN1CCc2c(sc(NC(=O)Cc3ccccc3)c2C(=O)OC)C1	-7%	-3	-1	14µM*	?	-16%
COC(=O)C1=CN(C)C=C(C(=O)OC)C1c1ccsc1	-15%	-5	1	-5%	-17%	?
Cc1ccc(O)c(N)c1	?	·	·	·	?	?
C=CCn1c(CCNC(=O)c2ccccc2F)nnc1SCc1nc2ccccc2c(=O)[nH]1	0%	1	18	-7%	?	?
COC(=O)c1ccccc1NC(=O)N1CCN(c2ccccc2F)CC1	3%	-1	21	-2%	44%	?
CC(=O)N/C(=C\c1ccccc1)C(=O)OCc1cc(C)ccc1C	-1%	-2	27	12%	13%	-4%
Cc1onc(-c2ccccc2)c1C(=O)NC(C)C1CCCO1 (configuration not stated)	3%	-5	6	0%	3%	8%
Cc1cccn2c(=O)c3cc(C(=O)NCCc4ccccc4)c(=N)n(Cc4ccco4)c3nc12	-1%	-4	-14	-3%	1.5µM*	?
O=C(Nc1sc2c(c1C(=O)O)CCCC2)c1cccs1	-3%	27*	127*	-13%	39%[activator]	315%[activator]
C[C@H](N)C(=O)OCc1ccc([N+](=O)[O-])cc1	9%	-1	6	1%	10%	35%[activator]
COC(=O)CC(NS(=O)(=O)c1cccs1)c1ccccc1Cl (configuration not stated)	1%	17	-3	-19%	8%	-2%
COCc1nnc(NC(=O)c2ccc(S(=O)(=O)N(C)C3CCCCC3)cc2)o1	-1%	-5	19	?	9%	4%
O=C(CN1CCC(Cc2ccccc2)CC1)NCCc1ccc(F)cc1	6%	-8	-3	3%	?	?
O=C1CSC(c2cn(-c3ccccc3)nc2-c2cccs2)N1Cc1ccccc1 (configuration not stated)	-18%	0	-16	3%	·	2%
N#CC1(Cc2ccccc2)c2ccccc2C=CN1C(=O)c1ccccc1 (configuration not stated)	4%	-3	-14	0%	?	·
CCOc1ccc(-c2cc(N)n(S(=O)(=O)c3ccc(OC)cc3)n2)cc1	-21%	-3	-13	-4%	·	?
Cc1c(NC(=O)c2c(N)sc3c2CCCC3)c(=O)n(-c2ccccc2)n1C	22µM*	-2	-5	?	-18%	-5%
Cc1nnc2sc(SCc3ccccc3)nn2c1=O	-9%	-1	-13	5%	10µM*	?
Cc1cccc(N2CCN(S(=O)(=O)c3ccc4c(c3)CCN4C(=O)CCC(=O)O)CC2C)c1 (configuration not stated)	0%	-7	-11	26%	·	-73%

Random excerpt: 5 compounds from above, in no set order.
SMILES	Sm TGR inh	Cycloheximide cs	Shiga toxin inh	FBPA Giardia inh	Pf growth 48h	Pf growth 96h
O=C(CN1CCC(Cc2ccccc2)CC1)NCCc1ccc(F)cc1	6%	-8	-3	3%	?	?
COC(=O)C1=CN(C)C=C(C(=O)OC)C1c1ccsc1	-15%	-5	1	-5%	-17%	?
O=C1CCCN1CCCNS(=O)(=O)c1ccc(Br)cc1	0%	-2	-6	-1%	17%	15%
CCCCn1nc(NC(=O)c2cccs2)c2cc3ccccc3nc21	-4%	10	34	-19%	22%	58%[activator]
CC(=O)c1ccc(N2CCN(C(=O)c3cc4c(s3)CCCC4)CC2)cc1	0%	18*	71*	1%	0%[5.75 µM]	-25%

(cont.)
SMILES	Sm TGR inh	Cycloheximide cs	Shiga toxin inh	FBPA Giardia inh	Pf growth 48h	Pf growth 96h
Cc1ccc(/C=C/C(=O)OCC(=O)N(CC(C)C)c2c(N)n(Cc3ccccc3)c(=O)[nH]c2=O)o1	-32%	·	·	·	?	-18%
Cn1c(N2CCCC2)nc2c1c(=O)n(Cc1ccc(F)cc1)c(=O)n2C	-2%	-2	-10	9%	?	?
Cc1ccc(NC(=O)CN2CCCC2c2cccs2)cc1S(=O)(=O)N1CCCCC1 (configuration not stated)	0%	·	·	·	9.3µM*	?
CSc1ccc(/C=N/NC(=O)CN2CCN(Cc3ccccc3)CC2)cc1	6%	6	3	5%	-2%	-11%
O=C(O)c1ccc(Nc2nc(-c3cccnc3)cs2)cc1	1%	2	15	3%	137%[activator]	33%[activator]
CCC(C)NC(=O)c1ccccc1NC(=O)C(C)N(c1ccccc1)S(C)(=O)=O (configuration not stated)	-6%	-6	0	-3%	?	·
CCC(c1nnnn1CCOC)N1CCN(Cc2ccccc2)CC1 (configuration not stated)	4%	-3	-1	-27%	25%	?
COc1ccc(NC(=O)CSCc2ccc([N+](=O)[O-])cc2)cc1OC	-4%	-4	-3	-3%	-18%	0%
COc1ccc(-c2nc(CS(=O)(=O)CC(=O)NCCCN3CCOCC3)c(C)o2)cc1	-31%	3	7	·	-28%	14%
COc1ccc(S(=O)(=O)N2CCCC(C(=O)NCC3CCCO3)C2)cc1OC (configuration not stated)	0%	-7	-4	-5%	8%	0%
COc1ccc(C(=O)NNC2=C(C(=O)C(F)(F)F)CCC2)cc1	3%	27*	48*	9%	75%[activator]	7%
C/C(=N/NC(=O)C1CC1(c1ccccc1)c1ccccc1)c1ccco1 (configuration not stated)	-1%	-5	-13	-2%	?	7%
COc1ccc(CN(C(=O)/C=C/C(=O)c2ccc(OC)cc2O)C(C(=O)NC2CCCCC2)c2ccncc2)cc1 (configuration not stated)	-5%	-1	-10	-18%	12µM*	6%
COc1ccc(Cl)cc1N(CC(=O)N(C)C)S(=O)(=O)c1ccc(C)c([N+](=O)[O-])c1	·	-6	-7	-1%	?	6%
CCOc1ccc(CN2CCN(Cc3nc4c(s3)CCCC4)CC2CCO)cc1 (configuration not stated)	-20%	-4	11	1%	?	45%[activator]
CCS(=O)(=O)N1CCCC(C(=O)NCc2ccccc2Cl)C1 (configuration not stated)	-5%	5	11	4%	20%	?
Cc1nnc(NC(=O)CSc2nnc(Cc3cccn3C)n2-c2cccc(C(F)(F)F)c2)s1	?	-1	-1	0%	-11%	-9%
C[C@@H]1C[C@H](Nc2ccccc2)c2ccccc2N1C(=O)c1cccnc1	4%	-4	-6	-16%	-27%	-23%
Nc1ncnc(Nc2ccccn2)c1[N+](=O)[O-]	3%	-1	14	2%	30%[activator]	0%
CCOc1ccccc1NC(=S)N1CCN(c2cccc(C)c2C)CC1	12%	-2	-4	0%	?	1.7µM*
Cc1nn(Cc2ccc(Cl)c(Cl)c2)c(C)c1NC(=O)c1cc(-c2ccc3c(c2)OCO3)on1	6%	3	-14	20%	-16%	65%[activator]
COc1cccc(NC(=O)CS(=O)(=O)c2cn(CC(=O)N3CCOCC3)c3ccccc23)c1	0%	-5	-10	-3%	?	?
COc1ccc(-n2nc(C(=O)NCC(=O)NC(C)C)c3ccccc3c2=O)cc1Cl	-12%	-1	1	0%	-17%	32%[activator]
CN(CC(=O)N(CCO)Cc1ccccc1)S(=O)(=O)c1ccc2c(c1)c(=O)n(C)c(=O)n2C	-12%	11	-5	·	?	5%
CCOC(=O)N1CCC(NC(=O)C2=CCN(S(=O)(=O)c3ccccc3)CC2)CC1	4%	-1	-6	0%	-14%	?
Cc1cc(C)cc(N(C(=O)c2csnn2)C(C(=O)NC2CCCC2)c2cccnc2)c1 (configuration not stated)	-10%	-3	-7	-5%	?	-3%
COc1cc2c(C(=O)O)c(C)n(-c3ccccc3)c2c2ccccc12	4%	-2	36	-21%	5%	-19%
CCOc1ccc2ncc(C(=O)c3ccc(OC)cc3)c(N3CCN(CC)CC3)c2c1	2%	-2	27	1%	?	38%[activator]
COc1ccc(/C=C/C(=O)NC(=S)Nc2ccc(Br)cn2)cc1	-11%	11*	34	7%	9%[0.00184 µM]	0%
COC(=O)C(C)N1CCC(=O)c2ccccc2S1(=O)=O (configuration not stated)	?	-1&-4	37&-8	4%&0%	8%	13%
CCN(CC)C(=S)SC1CCCCN(C(=O)c2ccc(F)cc2)C1=O (configuration not stated)	8%	10	-3	5%	-10%	28%
COCCSc1ccccc1C(=O)N1CCCC(C)C1 (configuration not stated)	6%	7	-28	1%	-18%	-14%
C=CCN(Cc1cn(C)nc1-c1cccc(Cl)c1)C1CCS(=O)(=O)C1 (configuration not stated)	28µM*	1	-12	1%	-3%	298%[activator]
O=C(CSc1nc(=O)n(CCN2CCOCC2)c2c1CCCC2)Nc1cccc([N+](=O)[O-])c1	8%	·	·	·	31%[activator]	23%
COc1ccc(C2=NOC(C(=O)Nc3cc(C)on3)C2)cc1 (configuration not stated)	-13%	-7	-13	1%	·	9.3µM*
Cc1cc(C)c(S(=O)(=O)Nc2ccccn2)c(C)c1	-7%	-2	7	-4%	18%	-3%
Cc1cccc(C(=O)Nc2c(C(=O)N(C)C)cnn2-c2ccccc2)c1	5%	1	-2	17%	-25%	46%[activator]
O=C(NCc1ccc2c(c1)OCO2)c1ccc(NS(=O)(=O)c2ccc3c(c2)OCCO3)cc1	6%	-3	-6	22%	2%	-16%
COc1cc(C2c3c(oc4ccccc4c3=O)C(=O)N2c2ccc(C)cn2)ccc1O (configuration not stated)	0%	8	13	6%	9%	15µM*
Cc1cccc(C)c1NC(=S)N(Cc1ccccc1)Cc1cccnc1	-17%	-11	-6	8%	?	-19%
CNC(=O)C(=O)NCC1OCCN1S(=O)(=O)c1ccc2c(c1)OCCO2 (configuration not stated)	12%	-1	9	5%	-14%	-2%
CCOc1ccc(NC2CCN(C(C)=O)CC2)cc1	-28%	-8	-11	?	·	23%
CCOC(=O)c1cc(-c2ccccc2)nc2nc(N(CC)CC)sc12	-6%	-1	3	-6%	9.3µM*	12µM*
COC(=O)c1ccc(NC(=O)CN2C(=O)CNC2=O)cc1	?	6	2	7%	18%	·
CCc1nn(C(C)C(=O)NCc2ccc(Cl)cc2)c(=O)c2cc3occc3n12 (configuration not stated)	3%	12*	11	8%	41%[activator]	?
COc1ccc(Oc2cccc(Cl)c2CNC(=O)c2ccccc2C(=O)O)cc1	-15%	2	11	20%	11%	0%
